# Screening data as filed in PubChem BioAssay.
# RGS4-Gao reg: modulates binding of RGS4 to human Galphao; Multiplexed bead flow cytometry; actives lie on both sides; binding response (% of control), % at 10 µM; 220,000 compounds, 0.33% hits; AID 1415; in the data active = binding response below about 49% or above about 150%; inactive = in between;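 note: fluorescent Galphao activated with aluminum fluoride binding bead-coupled RGS4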
# RGS7-Gao reg: human RGS7-Galphao interaction regulation; P09471; binding response (% of control), % at 10 µM; Multiplexed bead flow cytometry, RGS7-Galphao binding; actives lie on both sides; AID 1439; 220,000 compounds, 0.35% hits; in the data active = binding response below about 49% or above about 150%; inconclusive = no clear call, values can overlap the other calls; inactive = in between;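 note: fluorescent Galphao held in activated GDP-AlF4 state binding bead-coupled RGS7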
# Mcl1-Bid inh: disrupts binding of human Mcl-1 to Bid peptide | 220,000 compounds, 0.97% hits | Q07820 | inhibition, % at 21.7 µM | AID 1021 | TR-FRET Mcl-1/Bid-Dy647 peptide binding, 1536-well;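 active = compounds that cut the binding signal by more than half at the single screening dose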;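 note: His-tagged Mcl-1 with europium anti-His antibody binding Bid BH3 peptide; 0% = Mcl-1 plus peptide wells and 100% = peptide-only wells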
# Bcl-B Bim block: inhibitors of Bim-Bcl-B interaction, human; bead-based flow cytometry, Bim peptide-Bcl-B binding; 190,000 compounds, 0.073% hits; Q9HD36; inhibition, % at 10 µM;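 note: 0% = tracer peptide without compound and 100% = reference inhibitor peptide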
# Target sequence (Q9HD36 whole entry, looked up): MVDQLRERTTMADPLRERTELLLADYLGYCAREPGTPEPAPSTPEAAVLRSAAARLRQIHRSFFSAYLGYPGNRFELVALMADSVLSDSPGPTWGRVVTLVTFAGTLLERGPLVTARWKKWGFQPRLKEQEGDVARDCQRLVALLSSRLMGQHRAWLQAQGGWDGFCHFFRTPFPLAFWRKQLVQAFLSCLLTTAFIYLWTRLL
# RGS8-Gao reg: regulators of human RGS8-Galphao interaction | multiplexed bead flow cytometry, RGS8-Galphao binding; actives lie on both sides | response (percent of control binding), % at 10 µM | 220,000 compounds, 0.34% hits; in the data active = response below about 60% or above about 140%; inactive = in between;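 note: Galphao activated as the GDP aluminium fluoride complex binding bead-coupled RGS8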
# Bcl-2 Bim block: inhibitors of Bim-Bcl-2 interaction, human. AID 950. P10415. Bead-based flow cytometry, Bim peptide-Bcl-2 binding. 190,000 compounds, 0.06% hits. inhibition, % at 10 µM; in the data active = inhibition above about 40%; inconclusive = no clear call, values can overlap the other calls;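 note: 0% = no compound wells with probe peptide and 100% = reference peptide inhibitor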
# Target sequence (P10415 whole entry, looked up): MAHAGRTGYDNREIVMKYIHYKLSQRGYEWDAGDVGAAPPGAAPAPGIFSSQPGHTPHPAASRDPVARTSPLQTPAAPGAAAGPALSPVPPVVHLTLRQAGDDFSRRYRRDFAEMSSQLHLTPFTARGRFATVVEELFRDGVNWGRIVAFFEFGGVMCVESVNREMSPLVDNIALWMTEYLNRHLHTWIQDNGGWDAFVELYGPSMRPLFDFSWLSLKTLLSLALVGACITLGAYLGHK
# GSH bead fluor: GSH bead compound fluorescence profile. GSH beads flow cytometry, compound fluorescence 488/530 nm; active compounds read high. fluorescence (KMESF) at 10 µM. 190,000 compounds, 0.25% hits; in the data active = fluorescence above about 89;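 note: glutathione beads carrying GST-tagged Bcl family fusion proteins plus one bare bead set; values are compound well signal with DMSO vehicle wells as background; inactives centre near 16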
# Bim-Bfl-1: inhibitors of Bim-Bfl-1 interaction, human; Bead-based flow cytometry, Bim-Bfl-1 binding inhibition; 190,000 compounds, 0.12% hits; inhibition, % at 10 µM; AID 1008;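 note: 0% = wells without compound plus tracer and 100% = blocker peptide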
# Bim-Bcl-XL: human Bim-Bcl-XL interaction inhibition; Bim peptide-Bcl-XL binding, bead flow cytometry, fluorescence; AID 1007; 190,000 compounds, 0.04% hits; Q07817; inhibition, % at 10 µM
# Target sequence (Q07817 whole entry, looked up): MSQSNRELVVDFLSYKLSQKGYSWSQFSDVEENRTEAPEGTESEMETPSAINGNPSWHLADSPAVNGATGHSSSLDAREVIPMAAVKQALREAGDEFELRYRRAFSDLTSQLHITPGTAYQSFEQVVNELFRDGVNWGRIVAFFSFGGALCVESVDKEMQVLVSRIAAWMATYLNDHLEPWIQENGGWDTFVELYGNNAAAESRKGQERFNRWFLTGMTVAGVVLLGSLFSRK
# Bim-Mcl-1: disrupts Bim peptide binding to human Mcl-1. Bead-based flow cytometry, Bim peptide-Mcl-1 binding. AID 1009. inhibition, % at 10 µM. Q07820. 190,000 compounds, 0.1% hits;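 note: 0% = no compound tracer wells and 100% = peptide blocker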
# Bim-Bcl-W: inhibitors of Bim-Bcl-W interaction, human; Q92843; bead-based flow cytometry, Bim peptide-Bcl-W binding; inhibition, % at 10 µM; 190,000 compounds, 0.02% hits;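 note: 0% = bound tracer without compound and 100% = peptide blocker; higher means less fluorescent Bim peptide bound to Bcl-W beads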
# Target sequence (Q92843 whole entry, looked up): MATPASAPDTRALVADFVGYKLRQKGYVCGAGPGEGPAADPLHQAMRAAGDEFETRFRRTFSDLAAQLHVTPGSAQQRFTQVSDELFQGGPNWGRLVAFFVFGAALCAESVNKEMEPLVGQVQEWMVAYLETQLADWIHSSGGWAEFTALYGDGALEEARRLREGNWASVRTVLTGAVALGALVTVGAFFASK
# An asterisk follows results filed as active; ? = inconclusive. Cut-off read from the data, not from the text of the source, unless noted: active = inhibition above about 40%.
SMILES	RGS8-Gao reg	Bim-Bcl-XL	Mcl1-Bid inh	Bim-Bfl-1	Bim-Mcl-1	Bcl-B Bim block	GSH bead fluor	Bcl-2 Bim block	RGS7-Gao reg	RGS4-Gao reg	Bim-Bcl-W
CC(=O)N(Cc1nc2sc(C)c(C)c2c(=O)[nH]1)C1CCCC1	102	-5	-31	-6	0	-5	10	-6	98	98	0
CCc1nnc(NC(=O)CSc2ccc(-c3ccccc3OC)nn2)s1	103	-3	-18	-6	-1	-5	12	-6	104	102	-1
CCN1C(=O)/C(=C2/Sc3ccc(OC)cc3N2C)SC1=Nc1ccc(OC)cc1	100	-6	-37	3	-4	2	21	2	96	95	-1
Cc1ccc(C)c(NC(=S)NCc2cccn2C)c1	106	-4	-63	-1	-5	-2	19	0	111	110	-2
CC(C)CC(=O)Nc1ccc([N+](=O)[O-])cc1Cl	93	-1	-9	-8	-3	-5	14	-7	99	99	0
COc1cc(C(=O)N(CCc2ccccc2)C2=CC3CCC(C2)N3C)cc(OC)c1OC (stereo not drawn)	99	-6	3	-2	-3	-3	14	-2	98	95	-3
O=C1c2ccccc2C(=O)N1c1ccc(-c2nc3ccccc3o2)cc1	101	-3	1	-11	-3	-8	15	-11	101	101	-1
O=C(N/N=C1\CCCc2ccccc21)c1ccccc1[N+](=O)[O-]	108	-5	-4	-1	-4	-3	11	-4	99	103	-5
Cn1nnnc1Sc1ncnc2scc(-c3ccccc3)c12	102	-10	-1	-7	-6	-10	49	-9	100	98	4
CCN1CCN(C(=O)CN(c2cccc(Br)c2)S(=O)(=O)c2ccccc2)CC1	110	-8	-18	-2	-5	-7	2	-4	93	94	-5
C=CCn1c(=O)c2ccccc2n2c(SCc3cc(=O)n4ccsc4n3)nnc12	93	1	17	0	-6	-2	21	-2	89	91	-3
O=C(O)Cn1nc(-c2ccccc2)oc1=O	103	-8	25	-21	-3	-8	25	-12	104	105	0
Cc1ccccc1NC(=O)Cn1nnc(-c2ccc(N3CCOCC3)cc2)n1	100	1	1	-2	-3	0	9	0	97	93	0
CCCCC1(C(=O)OCC)CC(CSC(=N)N)OC1=O (stereo not drawn)	99	-1	-7	-8	-1	-3	11	-1	94	97	0
CCOc1ccccc1N1CCN(CC(=O)N(CC(C)C)c2c(N)n(CC(C)C)c(=O)[nH]c2=O)CC1	102	1	-36	-6	-2	-7	16	-4	101	100	0
O=C1c2ccccc2N(Cc2ccc(Cl)cc2)C2=NCCN12	96	-4	-7	-2	-3	-6	10	-2	100	100	-2
CCC(C)NS(=O)(=O)c1ccc(S(=O)(=O)N(CCc2ccc(OC)c(OC)c2)Cc2cccs2)cc1 (stereo not drawn)	104	-1	15	-15	0	-2	12	-9	100	104	0
CCn1cc(C(=O)OCC(=O)c2ccc(Cl)cc2)c(=O)c2ccc(C)nc21	104	1	49	-5	0	0	13	-2	100	104	-4
O=C(CSc1nc(-c2ccccc2)c(-c2ccccc2)[nH]1)N1CCN(S(=O)(=O)c2ccccc2)CC1	101	-9	-38	-20	-6	-11	27	-15	102	99	-5
COc1ccc2c(c1)C(=O)C(=O)N2	100	-8	-7	-15	-7	-10	11	-12	101	102	-6
CN(CC(=O)Nc1ccccc1[N+](=O)[O-])Cc1ccc(Br)cc1	100	0	-6	-5	2	-3	9	1	102	99	1
COc1cc(/C=C2\SC(N)=NC2=O)ccc1OCC(=O)Nc1ccc(C)cc1	95	-12	61*	-17	-1	-16	17	-7	92	92	-12
COc1ccc(CN2C(=O)CCC(C(=O)O)C2c2ccccc2)cc1 (stereo not drawn)	100	-1	-5	-5	-2	-3	26	-3	102	94	-3
CCC(=O)Nc1cc(C(F)(F)F)ccc1N1CCCC1	102	0	-17	-2	0	-2	13	-1	99	99	-2
COc1cccc(/C=N/NC(=O)C(=O)NCc2cccnc2)c1O	72	-4	-38	-13	-1	-4	10	-7	60	64	-2
Cc1cccc(NC(=O)CN2C(=O)CNC2=O)c1	103	-11	-11	-11	2	-5	58	-5	104	105	2
CSCC[C@H](NC(=O)NCc1ccccc1F)C(=O)O	101	0	-2	1	0	0	16	3	94	100	-1
O=C(c1coc(=O)c2ccccc12)N1CCN(Cc2ccccc2)CC1	103	-4	-7	0	2	0	17	0	102	101	0
CCOC(=O)C1(Cc2ccccc2)CCN(Cc2cnn(CC)c2)CC1	100	-2	-19	-7	-2	-3	10	0	95	101	-1
CN1CCN(C(=O)c2ccc3c(=O)n(-c4ccc(F)cc4)c(=S)[nH]c3c2)CC1	101	-2	-54	-3	2	-5	12	0	98	98	0

# Gathered by group, the entries above with bromine (2)
SMILES	RGS8-Gao reg	Bim-Bcl-XL	Mcl1-Bid inh	Bim-Bfl-1	Bim-Mcl-1	Bcl-B Bim block	GSH bead fluor	Bcl-2 Bim block	RGS7-Gao reg	RGS4-Gao reg	Bim-Bcl-W
CCN1CCN(C(=O)CN(c2cccc(Br)c2)S(=O)(=O)c2ccccc2)CC1	110	-8	-18	-2	-5	-7	2	-4	93	94	-5
CN(CC(=O)Nc1ccccc1[N+](=O)[O-])Cc1ccc(Br)cc1	100	0	-6	-5	2	-3	9	1	102	99	1

# Carrying on.
SMILES	RGS8-Gao reg	Bim-Bcl-XL	Mcl1-Bid inh	Bim-Bfl-1	Bim-Mcl-1	Bcl-B Bim block	GSH bead fluor	Bcl-2 Bim block	RGS7-Gao reg	RGS4-Gao reg	Bim-Bcl-W
O=C(N/N=C/C=C/c1ccccc1)NC1CCCCC1	102	-1	-20	-4	-1	-3	10	-3	?	98	-1
CC1=Nn2c(nc3sc4c(c3c2=O)CCCC4)SC1	103	-1	-14	1	0	1	6	-1	97	98	0
O=C(/C=C/c1cccs1)Nc1ccc([N+](=O)[O-])cc1	81	-10	-17	-2	-7	-8	8	-5	95	95	-6
Cc1ccc2nc(SCC(=O)Nc3cc(C(F)(F)F)ccc3N3CCOCC3)[nH]c2c1	95	7	-12	0	-2	0	31	-3	100	93	1
Clc1ccc(C2CC(c3ccco3)n3ncnc3N2)cc1Cl (stereo not drawn)	102	-4	-5	-3	-3	-4	16	-1	101	100	-4
CCc1nnc(NC(=O)CSc2nnc(Cc3ccccc3)o2)s1	110	-12	-32	-12	-4	-10	27	-5	103	103	-5
CCCNC(=O)c1cc(SC)ccc1Cl	102	-2	-31	2	-2	-4	15	-5	101	99	0
CC/C(=N\O)c1c(O)c2c(n(-c3ccccc3)c1=O)CCCC2	105	2	-56	1	0	-2	12	6	102	102	2
CCCCN(C(=O)Cc1cccc(F)c1)c1c(N)n(CCC)c(=O)[nH]c1=O	101	3	0	-5	0	-1	16	0	100	100	3
COc1ccc(C(c2nnnn2Cc2cccs2)N2CCN(c3ccccc3F)CC2)cc1OC (stereo not drawn)	98	3	12	-7	-1	-5	49	-8	102	98	1
CCc1ccc2c(CN3CCc4cc(OC)c(OC)cc4C3)cc(=O)oc2c1	104	-6	-21	-4	-7	-5	21	-5	97	101	-5
O=C1c2ccccc2C(=O)c2c1ccc(C(=O)N1CCCCC1)c2NCCO	100	-1	-31	0	-1	0	9	0	102	97	-3
CC1CN(C(=O)CN2C(=O)NC3(CCCCCC3)C2=O)CC(C)O1 (stereo not drawn)	100	-3	-7	-3	-2	1	17	-6	100	101	-4
CCN1CCN(C(=O)NC(c2ccc(C)c(F)c2)C(Cl)Cl)CC1 (stereo not drawn)	98	-3	-30	-6	0	-3	16	-1	?	98	-2
COC(=O)C1=C(N)Oc2cc(C)n(Cc3cccnc3)c(=O)c2C1c1ccc(OC)c(OC)c1 (stereo not drawn)	96	0	-56	-4	0	-1	60	-4	99	97	0
Cc1ccccc1-n1c(C)nnc1SCC(=O)NC1CCCc2ccccc21 (stereo not drawn)	94	8	16	5	2	5	12	5	98	98	4
Cc1cc(Nc2ccccc2N2CCOCC2)n2ncnc2n1	101	-4	-25	0	-3	-8	13	0	99	98	-4
Cc1nn(-c2cc(N3CCCCC3)ccc2[N+](=O)[O-])c(=O)c2ccccc12	101	-2	-14	0	0	0	15	-1	98	98	0
CCN(C(=O)c1coc(=O)c(Br)c1)c1ccc2c(c1)OCO2	97	8	-13	25	3	-2	10	7	98	99	17
COC(=O)c1cn(C)c2ccc(S(=O)(=O)N3CCCC3)cc2c1=O	100	0	-6	-2	9	-1	8	-3	97	100	0
COCCNC(=O)/C(C#N)=C/c1cccc(NC(=O)c2ccccc2Cl)c1	99	-6	-4	-4	-8	-5	20	-2	94	98	-5
COc1ccc(OC)c(-n2c(=O)c3ccccc3c3ccccc3c2=O)c1	100	37	38	0	19	16	6	11	101	99	23
N=c1oc2ccccc2cc1-c1nc(-c2ccc(Cl)cc2)cs1	100	-12	19	-10	-17	-38	32	-17	105	105	-11
COCCCNC(=O)c1ccc(N(C)S(=O)(=O)c2ccc(OC)cc2)cc1	103	-17	-5	-10	-6	-10	38	-10	103	102	-10
CC(=O)N1CCN(C2c3cccc4cccc(c34)C2NS(=O)(=O)c2ccccc2)CC1 (stereo not drawn)	99	-8	-33	-16	-6	-13	34	-5	102	101	-1
COc1ccc(N2CCN(C(=O)c3ccc(C(C)(C)C)cc3)CC2)cc1	98	-8	5	-14	-5	-19	35	-5	97	96	-2

# Compounds listed so far containing fluorine:
SMILES	RGS8-Gao reg	Bim-Bcl-XL	Mcl1-Bid inh	Bim-Bfl-1	Bim-Mcl-1	Bcl-B Bim block	GSH bead fluor	Bcl-2 Bim block	RGS7-Gao reg	RGS4-Gao reg	Bim-Bcl-W
CCC(=O)Nc1cc(C(F)(F)F)ccc1N1CCCC1	102	0	-17	-2	0	-2	13	-1	99	99	-2
CSCC[C@H](NC(=O)NCc1ccccc1F)C(=O)O	101	0	-2	1	0	0	16	3	94	100	-1
CN1CCN(C(=O)c2ccc3c(=O)n(-c4ccc(F)cc4)c(=S)[nH]c3c2)CC1	101	-2	-54	-3	2	-5	12	0	98	98	0
Cc1ccc2nc(SCC(=O)Nc3cc(C(F)(F)F)ccc3N3CCOCC3)[nH]c2c1	95	7	-12	0	-2	0	31	-3	100	93	1
CCCCN(C(=O)Cc1cccc(F)c1)c1c(N)n(CCC)c(=O)[nH]c1=O	101	3	0	-5	0	-1	16	0	100	100	3
COc1ccc(C(c2nnnn2Cc2cccs2)N2CCN(c3ccccc3F)CC2)cc1OC (stereo not drawn)	98	3	12	-7	-1	-5	49	-8	102	98	1
CCN1CCN(C(=O)NC(c2ccc(C)c(F)c2)C(Cl)Cl)CC1 (stereo not drawn)	98	-3	-30	-6	0	-3	16	-1	?	98	-2
